# UPR XBP1 act: activators of adaptive arm of unfolded protein response (XBP1); CHO-XBP1 luciferase reporter, IRE1-XBP1 UPR activation, luminescence; percent of tunicamycin response, DMSO as zero; activation, % at 20 µM; actives 0.33% (n = 330,000); AID 463104;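 active = versus positive control, 20 µM dose yields 30% or more activation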;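 note: 100% = tunicamycin at 10 µg/mL and 0% = DMSO only wells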
#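 Assay system: CHO-XBP1 luciferase reporter cells; Schedule: 6 h treatment, 37 °C; Detection: glow luminescence from Steady-Glo reagent; Benchmarks: high control tunicamycin 10 µg/mL final, low control DMSO vehicle only.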
# APJ antagonist: APJ receptor antagonism | actives 0.32% (n = 330,000) | P35414 | CHO-K1 APJ beta-arrestin complementation, luminescence | inhibition, % at 20 µM;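 active = inhibition above about 40% at 20 µM, limit read from the data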;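 note: cells challenged with 10 nM apelin-13 agonist together with compound; plate controls were apelin-13 plus DMSO wells for no effect and DMSO wells lacking apelin-13 for full effect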
# Target sequence (P35414 whole entry, looked up): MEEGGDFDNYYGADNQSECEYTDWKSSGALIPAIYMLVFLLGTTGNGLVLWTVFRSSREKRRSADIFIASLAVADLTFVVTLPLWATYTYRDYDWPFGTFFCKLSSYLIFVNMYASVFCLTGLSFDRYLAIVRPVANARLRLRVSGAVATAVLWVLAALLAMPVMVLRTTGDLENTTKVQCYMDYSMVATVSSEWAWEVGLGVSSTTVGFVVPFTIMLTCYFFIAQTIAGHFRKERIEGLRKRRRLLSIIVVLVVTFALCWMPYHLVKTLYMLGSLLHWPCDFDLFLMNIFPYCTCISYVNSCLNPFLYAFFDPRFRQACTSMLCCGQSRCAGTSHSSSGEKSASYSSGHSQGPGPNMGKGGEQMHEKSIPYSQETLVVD
# EBI2 block: antagonists of human EBI2 receptor | P32249 | EBI2 beta-arrestin recruitment, luminescence, 7a,25-OHC stimulated | inhibition, % at 5 µM | actives 0.81% (n = 360,000) | AID 651636; in the data active = inhibition above about 38%;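 note: enzyme fragment complementation signal reports receptor beta-arrestin coupling in cells; 0% = agonist plus DMSO wells and 100% = wells without agonist; some results beyond the cut were filed as inactive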
# APJ ag: APJ receptor agonism; P35414; CHO-K1 APJ PathHunter beta-arrestin, luminescence; 0% DMSO wells, 100% apelin; actives 0.11% (n = 330,000); AID 2520; activation, % at 20 µM;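 active = activation more than six SD over the plate average, tested at 20 µM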;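 note: 0% = DMSO alone and 100% = apelin-13 at 10 nM; some results filed as inactive read as strong as hits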
#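 Incubation: overnight seeding, 90 min compound at 25 °C, 1 h detection; test system: PathHunter CHO-K1 APJ (AGTRL-1) beta-arrestin reporter cells; amount: 1000 cells/well; doses: one dose, 20 µM compound, 1% DMSO; measured by: beta-gal luminescence; measure: agonist-driven arrestin binding to APJ; benchmarks: negative DMSO alone, positive Apelin-13 at 10 nM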
# tim23-1 inh: inhibits growth of tim23-1 mutant yeast. S. cerevisiae tim23-1 growth, BacTiter-Glo luminescence, 24 h. inhibition, % at 20 µM. actives 1.3% (n = 330,000);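 active = growth inhibition of the mutant yeast at or above 50%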;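 note: temperature-sensitive mutant grown at 25 °C; plate controls were DMSO-treated mutant yeast for no effect and medium wells lacking yeast for full effect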
# Mdm2 MdmX PPI: disrupts the human Mdm2-MdmX interaction | O15151+Q00987 | SaOS-2 split-luciferase Mdm2/MdmX complementation, luminescence | inhibition, % at 8 µM | actives 3% (n = 330,000) | AID 485346;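 active = inhibition of at least 50% at 8 µM in the primary screen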
# UPR CHOP act: apoptotic UPR (CHOP) activation; CHO-CHOP luciferase reporter, luminescence; percent of tunicamycin response over DMSO baseline; activation, % at 10 µM; actives 0.34% (n = 330,000); AID 449763;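 active = at 10 µM dose, activation of 40% or more, normalized to positive control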;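 note: 100% = tunicamycin at 10 µg/mL and 0% = DMSO alone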
#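 Test system: CHO-CHOP cells, stable luciferase reporter of PERK-eIF2a-CHOP signalling | Quantity: 500 CHO-CHOP cells per well | Buffer or medium: F12 plus 10% serum | Compound dosing: 10 µM single point, 0.5% DMSO | Schedule: 6 h compound treatment, 37 °C | Signal: Luciferase luminescence | Control set: Tunicamycin high control, DMSO low control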
# CXCR6 block: CXCR6 (human) receptor inhibition; CHO-K1 PathHunter CXCR6 beta-arrestin, luminescence; inhibition, % at 20 µM; actives 0.36% (n = 360,000); AID 602244; in the data active = inhibition above about 34%, passing the limit was not always enough;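 note: antagonist mode with CXCL16 agonist at 10 nM final; 0% = 10 nM CXCL16 with DMSO and 100% = unstimulated wells without agonist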
# CCR6 antagonist: antagonists of human CCR6 receptor; CHO-K1 CCR6 PathHunter beta-arrestin, luminescence, CCL20-stimulated; inhibition, % at 20 µM; actives 0.49% (n = 340,000); AID 493098;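 active = compounds whose inhibition of the agonist-driven luminescence signal at 20 µM reaches about 50%, limit read from the data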;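 note: cells stimulated with CCL20 at 14 nM final; plate controls were DMSO with CCL20 for no effect and DMSO without agonist for full effect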
# Target sequence (P51684 whole entry, looked up): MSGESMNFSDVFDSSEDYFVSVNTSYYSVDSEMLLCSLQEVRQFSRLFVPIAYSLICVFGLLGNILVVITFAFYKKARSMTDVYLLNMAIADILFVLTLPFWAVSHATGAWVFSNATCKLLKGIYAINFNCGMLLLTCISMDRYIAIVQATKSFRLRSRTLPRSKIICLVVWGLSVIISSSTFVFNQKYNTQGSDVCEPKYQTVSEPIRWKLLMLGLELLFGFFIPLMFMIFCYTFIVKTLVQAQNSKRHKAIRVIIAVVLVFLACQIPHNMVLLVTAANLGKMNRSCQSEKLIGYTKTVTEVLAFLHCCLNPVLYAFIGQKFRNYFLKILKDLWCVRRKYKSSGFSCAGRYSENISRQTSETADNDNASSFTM
# Numbers without * were called inactive. The list is partial; the hit share may differ from the screen's.
# The opening 14 records, to show the layout:
SMILES,UPR XBP1 act,APJ antagonist,EBI2 block,APJ ag,tim23-1 inh,Mdm2 MdmX PPI,UPR CHOP act,CXCR6 block,CCR6 antagonist
Cc1nc2ccccc2c2c1C(=O)N(c1cccc(C(=O)O)c1)C2=O,0,1,-11,-4,3,-2,1.2,-6,2
CSCCC(NC(=O)c1ccccc1Cl)C(=O)N1CCN(c2ccccn2)CC1 (stereo not given),-3,4,-15,4,16,35,-0.7,4,4
Cc1ccc(C2=NOC(C)(c3sc(-c4ccc(Cl)cc4)nc3C)C2)cc1 (stereo not given),3,0,-16,8,22,-5,2.4,-5,9
COc1ccc(NC(=O)c2cccc(OS(=O)(=O)N(C)C)c2)cc1,-5,6,1,-4,-12,-32,8.6,-1,-4
CC(OC(=O)c1ccccc1O)C(=O)Nc1cccc(Cl)c1 (stereo not given),-3,-16,1,-1,13,-18,-1.7,-5,14
O=C(NCC(=O)N1CCC2(CC1)NCCc1[nH]cnc12)c1ccc(Br)cc1,-2,-10,11,-2,5,-8,1.6,-4,11
CC(=O)c1cccc(NC(=O)CN2C(=S)NC(C)(C)CC2C)c1 (stereo not given),0,6,-2,-2,-16,-9,-0.7,10,2
Fc1ccc(-c2cc(C(F)(F)F)nc(-n3cccn3)n2)cc1,-1,7,-5,-1,17,1,2.3,6,6
CCN(c1ccccc1)S(=O)(=O)c1cccc(C(=O)NCC(c2ccco2)N2CCCC2)c1 (stereo not given),-4,4,1,0,7,-6,0.3,14,16
COc1ccc(/C=C/c2ccc3cccc(O)c3n2)cc1Br,-1,-5,1,-2,-5,4,5.8,2,9
O=c1[nH]c2c(oc3ccccc32)c(=O)n1Cc1ccccc1,2,7,-1,-4,1,-8,0.2,-3,6
COc1ccc(CCNC(=O)C2CCN(S(=O)(=O)N3CCCCC3)CC2)cc1OC,0,-15,-2,-2,9,-24,2.4,-4,7
CN(C)c1ccc(C(=S)N2CCN(Cc3ccccc3)CC2)cc1,2,-43,15,-3,29,-4,-0.5,2,16
Cc1ccccc1-c1noc(CCC(=O)NC2CCCCC2)n1,1,2,3,-2,11,0,0.5,-10,7

# All compounds of this part, from the first entry:
SMILES,UPR XBP1 act,APJ antagonist,EBI2 block,APJ ag,tim23-1 inh,Mdm2 MdmX PPI,UPR CHOP act,CXCR6 block,CCR6 antagonist
Cc1nc2ccccc2c2c1C(=O)N(c1cccc(C(=O)O)c1)C2=O,0,1,-11,-4,3,-2,1.2,-6,2
CSCCC(NC(=O)c1ccccc1Cl)C(=O)N1CCN(c2ccccn2)CC1 (stereo not given),-3,4,-15,4,16,35,-0.7,4,4
Cc1ccc(C2=NOC(C)(c3sc(-c4ccc(Cl)cc4)nc3C)C2)cc1 (stereo not given),3,0,-16,8,22,-5,2.4,-5,9
COc1ccc(NC(=O)c2cccc(OS(=O)(=O)N(C)C)c2)cc1,-5,6,1,-4,-12,-32,8.6,-1,-4
CC(OC(=O)c1ccccc1O)C(=O)Nc1cccc(Cl)c1 (stereo not given),-3,-16,1,-1,13,-18,-1.7,-5,14
O=C(NCC(=O)N1CCC2(CC1)NCCc1[nH]cnc12)c1ccc(Br)cc1,-2,-10,11,-2,5,-8,1.6,-4,11
CC(=O)c1cccc(NC(=O)CN2C(=S)NC(C)(C)CC2C)c1 (stereo not given),0,6,-2,-2,-16,-9,-0.7,10,2
Fc1ccc(-c2cc(C(F)(F)F)nc(-n3cccn3)n2)cc1,-1,7,-5,-1,17,1,2.3,6,6
CCN(c1ccccc1)S(=O)(=O)c1cccc(C(=O)NCC(c2ccco2)N2CCCC2)c1 (stereo not given),-4,4,1,0,7,-6,0.3,14,16
COc1ccc(/C=C/c2ccc3cccc(O)c3n2)cc1Br,-1,-5,1,-2,-5,4,5.8,2,9
O=c1[nH]c2c(oc3ccccc32)c(=O)n1Cc1ccccc1,2,7,-1,-4,1,-8,0.2,-3,6
COc1ccc(CCNC(=O)C2CCN(S(=O)(=O)N3CCCCC3)CC2)cc1OC,0,-15,-2,-2,9,-24,2.4,-4,7
CN(C)c1ccc(C(=S)N2CCN(Cc3ccccc3)CC2)cc1,2,-43,15,-3,29,-4,-0.5,2,16
Cc1ccccc1-c1noc(CCC(=O)NC2CCCCC2)n1,1,2,3,-2,11,0,0.5,-10,7
O=C(CN1C2CCCC1CC(NC(=O)c1ccccc1)C2)NC1CC1 (stereo not given),4,6,-6,-3,-11,-7,-0.5,0,-8
O=C(Nc1ccccn1)C12CC3CC(CC(C3)C1)C2,-2,-21,-6,-2,26,-24,1.7,-4,-2
CCOC(=O)C1CCCN(CCC(=O)Nc2ccc(Br)c(C)c2)C1 (stereo not given),-6,7,22,-4,10,17,2.5,1,17
Cn1c(-c2ccco2)n[nH]c1=S,0,8,-4,-3,18,-20,-1.2,7,-20
CCOC(=O)CSc1nnc(-c2nnc(SCC(=O)OCC)n2CC)n1CC,1,-4,-17,-1,12,19,-2.4,-1,-2
COc1cc(OC)cc(C(=O)NC(C(=O)NNC(=O)c2cc(Cl)ccc2OC)C(C)C)c1 (stereo not given),-3,10,-1,1,4,16,-1.6,8,19
Cc1ccc(CN(C(=O)c2cc(=O)c3cc(C)cc(C)c3o2)C2CCS(=O)(=O)C2)cc1 (stereo not given),-1,5,5,-3,13,-18,-0.3,8,17
COc1ccc(N2C(=O)C(CC(=O)Nc3ccccc3)N(Cc3ccc(OC)c(OC)c3)C2=O)cc1 (stereo not given),-1,3,-10,-2,-6,-6,0.1,-3,10
O=C(Nc1ccccc1F)c1ccncc1,0,-6,1,-1,8,5,0.0,-3,-6
Cc1ccc(Cn2c(C(C)Nc3nc(-c4ccc(F)cc4)cs3)nc3cc(Cl)c(Cl)cc32)cc1 (stereo not given),35*,-62,13,-1,12,34,1.5,2,19
CCCc1[nH]c2ccc(C(=O)OC)cc2c1CCC,3,4,29,-1,-13,24,1.6,-2,-12
O=C(c1ccccc1F)N1C(=O)c2cccc3cccc1c23,-1,8,12,-2,21,13,0.5,-6,1
CCS(=O)(=O)c1ccc(C(=O)NC)c(Cl)c1Cl,-3,-3,0,-2,5,13,1.8,-7,-4
CCOC(=O)c1sc(=NC(=O)c2c(F)cccc2F)n(C)c1C,3,5,7,-8,56*,2,3.6,10,14
O=C(CSc1nnc(-c2ccco2)o1)c1ccc(O)cc1O,-1,-7,-2,-4,0,-39,0.5,1,6
CC(C)CSc1ncnc2c1oc1nc3c(cc12)COC(C)(C)C3,0,-8,4,-4,10,-1,1.6,8,5
COC(=O)c1ccc(COn2c(=O)c(C)[n+]([O-])c3ccccc32)cc1,0,10,-4,-2,14,0,0.1,-2,-6
CCc1nn2c(=O)cc(COc3ccc(NC(=O)c4ccco4)cc3)nc2s1,0,-6,-6,0,-3,34,1.9,-3,6
c1ccc(C[n+]2cccc(-c3ccccc3)c2)cc1,-2,-22,-18,2,0,21,-1.7,-13,-5
CCC(C)NC(=O)CN(c1ccc(OC)cc1)S(=O)(=O)c1ccccc1 (stereo not given),-1,8,-3,-1,18,13,0.3,1,-11
O=C(O)CC1(CC(=O)N2CCN(CCO)CC2)CCCC1,-2,7,-3,-1,-5,-3,0.9,-4,9
Cc1ccc(-n2c(C)c(C)c3c(NCCO)ncnc32)cc1,4,11,-1,2,15,-20,6.1,3,16
O=C(COc1ccccc1)Nc1nnc(-c2ccccc2Cl)o1,-6,13,-2,0,21,3,-0.9,8,5
O=C(c1ccco1)N1CCN(c2ccnc3cc(Cl)ccc23)CC1,2,15,-38,0,2,11,0.3,-4,1
Cc1c(CC(=O)NCCC(C)C)c(=O)oc2cc3c(cc12)CCC(C)(C)O3,-2,-9,15,-2,16,-39,0.5,3,-2
O=C(NCCCN1CCOCC1)c1ccc2c(c1)N(Cc1ccc(F)cc1)CCS2,15,-35,11,-2,-10,16,0.3,0,16
Cc1ccc(S(=O)(=O)N2CCCCC2)cc1NC(=O)c1ccc(Cl)nc1,-4,-2,12,3,15,17,2.3,-4,13
c1ccc(Nc2nc(N3CCNCC3)nc(N3CCOCC3)n2)cc1,-1,3,-13,9,-5,32,-0.3,-6,3
CO/N=C(/CS(=O)Cc1ccccc1Cl)c1ccc(Cl)cc1Cl (stereo not given),-1,6,10,-2,5,15,-0.8,-8,11
C=CCn1c(-c2oc3nc(-c4ccccc4)cc(-c4ccccc4)c3c2N)n[nH]c1=S,-3,8,2,-4,10,-16,0.3,1,19
O=C(Nc1nnc(CCc2ccccc2)s1)c1ccc(F)cc1,-5,-8,-1,-4,9,6,-0.4,-2,7
Cc1ccc(NC(=O)Cn2c([N+](=O)[O-])cnc2C)cc1,3,-7,0,-3,-1,6,0.1,9,-3
NC(=O)C1CC(=O)N(c2ccc(OCc3ccc([N+](=O)[O-])cc3)cc2)C1 (stereo not given),0,4,-1,2,20,-4,3.7,-9,2
CC(=O)N[C@@H]1c2c(ccc3ccccc23)OC[C@@H]1COC(C)=O,-5,-3,6,-1,18,-17,-1.1,-6,12
N=C1/C(=C/c2ccc(-c3cccc(C(=O)O)c3)o2)C(=O)N=C2SC=C(c3ccccc3)N12,-2,40*,1,-9,1,-13,-0.4,21,57*
COC(=O)c1ccc(S(=O)(=O)c2ccc([N+](=O)[O-])cc2)cc1,-4,-44,-6,9,10,3,1.8,-39,-15
# Additional results follow.
SMILES,UPR XBP1 act,APJ antagonist,EBI2 block,APJ ag,tim23-1 inh,Mdm2 MdmX PPI,UPR CHOP act,CXCR6 block,CCR6 antagonist
CCOC(=O)C1=C(COC(=O)COc2ccc(OCC)cc2)NC(=O)NC1C (stereo not given),0,8,1,-4,-11,15,-0.8,0,1
CC(=O)c1ccc(NC(=O)Nc2ccc3c(c2)nc(C)n3C)cc1,-1,13,-8,-1,-1,-43,4.6,-9,9
O=C1c2ccccc2C(=O)C1(CO)c1ccc(OC(F)F)cc1,-5,26,0,-3,17,-58,1.1,16,32
CCOc1ccc(-c2nnc(-c3snc(-c4ccc(F)cc4)c3N=CN(C)C)o2)cc1,-3,12,-11,0,21,34,3.9,-2,-8
O=C(Nc1ccccc1F)C1CCN(C(=O)NCc2ccccc2)CC1,-3,3,5,2,8,-17,2.5,0,7
CSc1ncc(F)c(N(CCO)CCO)n1,-2,-11,-8,2,8,13,0.3,-3,14
CC(=O)Nc1ccc(NC(=O)Cc2sc(-c3cccnc3)nc2-c2ccc(C)cc2)cc1,-3,16,-4,-1,4,30,-1.2,3,-10
CC(C)(C)NC(=O)N1c2ccccc2Sc2ccccc21,-2,-2,15,-3,21,7,-0.6,6,12
c1ccc2c(c1)OCCOCCOCCO2,0,-11,-1,-2,10,11,2.0,-3,3
